FBPA Giardia inh: blocks Giardia fructose-bisphosphate aldolase activity; purified Giardia FBPA; A8B2U2; Potency, µM (titrated, usually from 59.6 µM), inactives show at the highest dose activity, negative = inhibition, hits mostly inhibitors; hit rate 0.71% among 290,000; also: potency is read from the fitted curve at half-maximal effect; nearly all actives have a fitted effect of over 55% in size
Target sequence (A8B2U2 whole entry, looked up): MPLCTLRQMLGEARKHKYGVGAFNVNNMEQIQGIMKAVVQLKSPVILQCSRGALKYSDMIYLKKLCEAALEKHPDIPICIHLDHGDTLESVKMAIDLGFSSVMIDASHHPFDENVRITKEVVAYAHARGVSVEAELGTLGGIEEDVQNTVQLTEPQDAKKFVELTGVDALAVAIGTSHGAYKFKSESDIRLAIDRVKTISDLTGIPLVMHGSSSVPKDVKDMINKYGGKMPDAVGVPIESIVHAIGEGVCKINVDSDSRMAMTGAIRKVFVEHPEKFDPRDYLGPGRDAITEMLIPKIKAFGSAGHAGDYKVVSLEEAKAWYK
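40 nM FBPA preincubated 10 min at RT with compound (up to 57.5 uM final), then substrate plus GAPDH/TPI/NAD/arsenate coupling and diaphorase/resazurin added. Fluorescence read after 20 min at RT, 525/598 nm.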
AMA1-RON2 inh: AMA1-RON2 (P. falciparum) interaction inhibition | AlphaScreen AMA1-biotinylated RON2 peptide binding | Potency, µM (titrated, usually from 58.2 µM), without a hit: at the top dose activity change, negative = inhibition, most hits filed as inhibitors | hit rate 0.2% among 360,000;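 also: potency is read from the fitted curve at half-maximal effect; 0% = vehicle wells and -100% = peptide control; nearly all actives have a fitted effect of over 45% in size; some results filed as inactive show a strong effect at the top dose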
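AMA1 (3D7) with his tag at 25 nM final met compounds first, then biotinylated RON2 peptide at 25 nM; detection used donor plus acceptor beads, 10 µg/mL apiece, read by AlphaScreen after 30 min at room temperature.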
AmpC detergent: inhibitors of E. coli AmpC beta-lactamase with detergent; hit rate 0.041% among 370,000; P00811; Potency, µM (highest dose often 114 µM), for inactives: at the top dose activity change, negative = inhibition, most hits filed as inhibitors; AmpC hydrolysis of nitrocefin, absorbance 480 nm, 0.01% Triton; AID 485294;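 also: potency is read from the fitted curve at half-maximal effect; 0% = no-compound wells and -100% = no-enzyme wells; nearly all actives have a fitted effect of over 25% in size; some results filed as inactive show a strong effect at the top dose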
Target sequence (P00811 whole entry, looked up): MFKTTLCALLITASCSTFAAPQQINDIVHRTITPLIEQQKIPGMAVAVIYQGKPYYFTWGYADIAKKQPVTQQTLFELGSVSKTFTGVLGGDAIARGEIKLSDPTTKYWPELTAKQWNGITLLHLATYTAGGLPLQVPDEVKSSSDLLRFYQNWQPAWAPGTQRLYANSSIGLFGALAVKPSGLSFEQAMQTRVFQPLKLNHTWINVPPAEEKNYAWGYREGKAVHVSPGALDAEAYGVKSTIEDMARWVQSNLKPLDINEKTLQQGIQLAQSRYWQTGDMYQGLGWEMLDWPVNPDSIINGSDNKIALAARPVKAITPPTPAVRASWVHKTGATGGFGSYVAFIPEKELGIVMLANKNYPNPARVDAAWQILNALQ
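20 mM phosphate pH 7.0 + 0.01% (detergent screen) or 0.0001% Triton X-100; 5.3 nM AmpC reagent; cpd preinc 15 min RT; nitrocefin (800 uM stock) to start; A480 q20 s × 4 min; Activity was normalised to no-enzyme and no-compound control wells.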
Sm TGR inh: blocks Schistosoma mansoni thioredoxin glutathione reductase; purified TGR, DTNB reduction, TNB absorbance 405 nm; AID 485364; Potency, µM (top dose mostly 114 µM), inactives show at the highest dose activity change, negative = inhibition, hits mostly inhibitors; Q962Y6; hit rate 3% among 360,000; also: potency is read from the fitted curve at half-maximal effect; nearly all actives have a fitted effect of over 60% in size
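First, TGR (20 nM dispensed) and NADPH were mixed with compound. Second, a 15 min room-temperature incubation followed. Third, further NADPH and then DTNB were added to start the reaction. Finally, TNB absorbance was monitored kinetically.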
AmpC no deterg: AmpC beta-lactamase inhibition without detergent; hit rate 0.52% among 330,000; AmpC nitrocefin hydrolysis, absorbance 480 nm, 0.0001% Triton; Potency, µM (highest dose often 57.1 µM), inactives show at the highest dose activity change, negative = inhibition, hits mostly inhibitors; P00811;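 also: potency is read from the fitted curve at half-maximal effect; plate controls were no compound for no effect and no enzyme for full effect; nearly all actives have a fitted effect of over 20% in size; some results filed as inactive show a strong effect at the top dose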
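20 mM phosphate pH 7.0 + 0.01% (detergent screen) or 0.0001% Triton X-100; 5.3 nM AmpC reagent; cpd preinc 15 min RT; nitrocefin (800 uM stock) to start; A480 q20 s × 4 min; Activity was normalised to no-enzyme and no-compound control wells.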
HCMV inh: inhibitors of human cytomegalovirus. HFF cells, HCMV-luciferase reporter, 72 h; active compounds read low. activity change, negative = inhibition, % at 57.5 µM. hit rate 4.5% among 410,000. AID 1259415; in the data active = activity change below about -60%; inconclusive = no clear call, values can overlap the other calls; inactive = above about -39%
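Two compound doses tested in HFFs infected with HCMV-luciferase, MOI 1 PFU/cell, 72 h at 37C. Lysate luminescence read with OneGlo; data normalized against buffer-only and 10uM Salinomycin inhibitor controls.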
Numbers without * were called inactive; u = inconclusive; x = no result given; [ ] = another dose, or the depositor's remark. Unless noted, calls follow the shape of the dose curve; as a rule, active = well fitted curve in the direction sought with a large enough effect; inconclusive = small, poorly fitted or top-dose-only effect, or another doubt; inactive = no such curve, though single readings can be large; an effect the other way counts as inactive or inconclusive. Unless noted, % is scaled to controls: 0 for no effect and ±100 for the full control effect.

Fields – FBPA Giardia inh	AMA1-RON2 inh	AmpC detergent	Sm TGR inh	AmpC no deterg	HCMV inh
> C=CCSc1nnc(NC(=O)C2CC(=O)N(c3ccc4c(c3)OCCO4)C2)s1 (centres undefined)
→ x	5%	x	x	-14%	-24
> Cc1ccc(-c2nnn(CC(=O)N(CC(=O)NCCC(C)C)c3ccc(F)cc3)n2)cc1
→ x	x	11%	2%	x	-8
> Cc1nn2c(=O)cc(COC(=O)c3ccc(NC(=O)C(C)(C)C)cc3)nc2s1
→ x	-2%	6%	5%	24%	-13
> Cc1cc(C)n(-c2c(F)c(F)c(CO)c(F)c2F)n1
→ 3%	-9%	-5%	-1%	x	6
> CCc1ccc(N2CC(C(=O)Nc3cccc(S(=O)(=O)N4CCCC4)c3)CC2=O)cc1 (centres undefined)
→ x	-6%	u	-5%	-11%	-26
> N#CC1=C(SCC(=O)Nc2ccc(C(=O)O)cc2)NC(=O)CC1c1ccco1 (centres undefined)
→ -5%	-3%	-5%	35µM*	-6%	-11
> Cc1ccsc1C(=O)OCC(=O)NCCc1ccccc1
→ x	5%	x	x	-28%	-1
> CCCCN(C)C(=O)c1cccc(OC2CCN(CC(C)(C)C)CC2)c1
→ 13%	-4%	-12%	-4%	19%	13
> CCOC(=O)c1ccc(N2C(=O)CC(N3CCN(Cc4ccccc4)CC3)C2=O)cc1 (centres undefined)
→ 7%	0%	u	-32%	66%[activator]	-17
> Cc1ccc(C)c(OCC(=O)NCCN(C)C)c1
→ -10%	2%	u	4%	-8%	68
> CCc1ccc(CN(C)C(=O)CCc2nnc(Cc3cccc(C)c3)o2)nc1
→ 4%	-10%	-3%	-22%	75%[activator]	42
> CSCCC(NC(=O)c1ccccc1)C(=O)OCC(=O)Nc1ccc(C)c(Cl)c1 (centres undefined)
→ 0%	-13%	2%	0%	10%	63
> CCN(CC)c1ccc(NC(=O)CN2C(=O)CC(C)(C)S(=O)(=O)c3ccccc32)c(C)c1
→ u	7%	u	-25%	152%[activator]	5
> COc1cc(N)n(S(=O)(=O)c2ccc(C)cc2)n1
→ 8%	3%	-3%	-5%	-5%	3
> Cc1ccc(-n2nc(C(=O)N(C)c3ccccc3Cl)c3c4ccccc4n(C)c3c2=O)cc1
→ x	x	1%	3%	x	24
> O=c1cc(CSc2nnc(Nc3ccccc3F)s2)nc2sccn12
→ -26%	-5%	u	4%	-22%	19
> CC(c1cccs1)N(Cc1ccco1)C(=O)Nc1ccc(Cl)c(Cl)c1 (centres undefined)
→ 0%	5%	3%	1%	-40%	-23
> CCC[C@@H](CN1CCC[C@H]1CN1C(N)=NC[C@H]1CC(C)C)N1C[C@@H]([C@H](C)CC)N(CCCC2CCCC2)C1=N
→ x	9%	x	x	33%	-29
> COc1ccc(NS(=O)(=O)c2ccc3[nH]c4c(c3c2)CCCC4)cc1OC
→ x	x	-2%	2%	x	u
> Cc1ccc2nc(N3CCCCC3)c(C=O)c(=O)n2c1
→ 3%	x	-6%	-3%[57.1 µM]	-5%	x

Individual results from the results shown:
`COc1ccc(NS(=O)(=O)c2ccc3[nH]c4c(c3c2)CCCC4)cc1OC` @ Sm TGR inh = 2%
`CCN(CC)c1ccc(NC(=O)CN2C(=O)CC(C)(C)S(=O)(=O)c3ccccc32)c(C)c1` @ AmpC no deterg = 152%[activator]

Other structures.
Fields – FBPA Giardia inh	AMA1-RON2 inh	AmpC detergent	Sm TGR inh	AmpC no deterg	HCMV inh
> N#Cc1ccc(/C=N/NC(=O)CCc2ccc(S(=O)(=O)N3CCOCC3)cc2)cc1
→ 4%	-11%[2.32 µM]	-8%	12%	-9%	-17
> COc1ccc2[nH]c(C(=O)O)c(NS(=O)(=O)c3ccc(Cl)s3)c2c1
→ 8%	7%	-18%	3%	-39%	1
> O=C(CCCn1c(=S)[nH]c2ccccc2c1=O)NC1CCCCC1
→ 1%	63%[activator]	u	-1%	-23%	-6
> CCCCCCCCn1cnc2c(N)c(C)c(C)cc21
→ -2%	-27%	u	-21%	85%[activator]	-13
> COc1ccc(NCC(=O)N/N=C2\CCc3ccccc32)cc1
→ -25%	17%	u	-5%	-24%[11.4 µM]	-20
> COCCCNC(=O)Cn1nnc(-c2ccc(NC(=O)c3ccccc3F)cc2)n1
→ -6%	1%	-15%	0%	-9%	62
> COc1ccc(S(=O)(=O)NNC(=O)C2CC(c3cccnc3)=NO2)cc1 (centres undefined)
→ 5%	-8%	-9%	-6%	-26%	-28
> COCCNC(=O)c1cc(-c2cccc(OC)c2)on1
→ 4%	-2%	3%	0%	-2%	35
> CC(OC(=O)CNC(=O)c1ccc(Cl)c([N+](=O)[O-])c1)C(=O)NCc1ccco1 (centres undefined)
→ x	-8%	u	-8%	u	-3
> Cc1c(C(=O)NN)nn(-c2ccc(Cl)cc2)c(=O)c1C#N
→ u	54%[activator]	-11%	-14%	-20%	-36
> Cc1ccc(C(=O)N[C@H](C(=O)Nc2cc(Cl)cc(Cl)c2)C(C)C)cc1
→ 2%	8%	0%	4%	-5%	8
> CC1=C(C#N)c2nc(N)c(C#N)c(C)c2/C1=C\c1ccc(-c2ccccc2C(=O)O)o1
→ u	-10%	3%	25µM*	-53%	u
> Cc1nn2c(NCCN(C)C)c3c(nc2c1-c1ccccc1)CCC3
→ 0%	57%[activator]	-5%	0%	-1%	-17
> COc1ccc(-n2c(=S)[nH]c3ccccc3c2=S)cc1
→ 15%	59%[activator]	-6%	-6%	-31%	-64*
> O=C(NCc1ccc2c(c1)OCO2)c1ccc2c(c1)N(Cc1ccccc1)C(=O)c1ccccc1S2=O (centres undefined)
→ x	x	-7%	3%	x	-31
> NC(=NC(=O)c1ccc(Cl)cc1)N1N=CCC1c1ccccc1 (centres undefined)
→ 14%	-5%	4%	6%	14%[2.29 µM]	-39
> CCSc1cc(C)nc2c(-c3ccc(Cl)cc3)c(C)nn12
→ 4%	-5%	-8%	13%	-21%	-13
> Cc1ccccc1NC(=O)/C(=C\c1cccs1)NC(=O)c1ccco1
→ 1%	3%	0%	1%	-17%	-12
> Cc1nn(CCCC(=O)NCc2ccccc2)c(=O)c2nccn12
→ 2%	-1%	u	1%	-4%	9
> CCOC(=O)c1ccc(NC(=O)CCC(=O)OC)cc1
→ -4%	3%	u	1%	-5%	-12
> COCCNC(=O)c1nn(-c2ccc(Cl)cc2)nc1CO
→ x	x	25%	9%	x	70
> Cc1cc2ccccc2n1CCNC(=O)C(C)C
→ -6%	-1%	u	3%	1%	29
> CCCCNC(=O)C(=O)N/N=C/c1ccc(C(=O)OC)cc1
→ 7%	13%	0%	4%	-10%	-2
> CCOc1ccc(-n2c(SC(C)C(=O)OC)nc3c([nH]c4ccccc43)c2=O)cc1 (centres undefined)
→ x	x	0%	3%	x	18
> COc1ccc(CCNC(=O)c2c(N)no[n+]2[O-])cc1OC
→ -3%	26%	-8%	-20%	-14%	20
> Cc1ccc(C(C)C)c(OCCNC(=O)c2ccccc2O)c1
→ 1%	1%	-12%	-34%	-33%	u
> O=C(NCc1ccccc1)C1=C[C@@H](c2ccc(Br)cc2)C[C@@H](OCc2ccc(CO)cc2)O1
→ -13%	0%	10%	u	-17%	-16
> CCSc1nn(CC(=O)Nc2cccc(Cl)c2)c(N)c1S(=O)(=O)c1ccc(OC)cc1
→ x	x	-4%	6%	x	-4
> COc1ccccc1-n1c(C)nc2cc(C(=O)NCc3ccc4c(c3)OCO4)ccc21
→ -5%	-6%[11.6 µM]	u	-1%	23%	-32
> O=C(Nc1ccccn1)Nc1ccccc1Cl
→ -1%	-2%	-5%	19%	-26%	145
> Cc1cc(=O)n2[nH]c(SCc3ccc(Cl)cc3)nc2n1
→ 9%	3%	7%	5%	-31%	-13
> O=C(Nc1cccc(O)c1)c1cccc(S(=O)(=O)N2CCCCCC2)c1
→ 5%	-5%	-11%	-2%	-50%	u
> Nc1cc(=O)[nH]c(SCC(=O)NC2CCCCCCC2)n1
→ x	23%	x	x	-21%	-11
> CCCCN1CC(=O)N2[C@H](c3ccc(Cl)cc3)[C@@H]3C(=O)N(CC)C(=O)[C@@H]3[C@]2(Cc2ccccc2)C1=O
→ 8%	10%	-15%	2%	30%	-23
> Cc1cc(C)cc(NC(=O)CCc2c(C)nn(-c3ccc(N4CCCC4)nn3)c2C)c1
→ x	x	4%	-5%	x	-7
> COCCCNC(=O)C1CCN(C(=O)c2cc3sccc3n2Cc2ccc(F)cc2)CC1
→ -1%	1%	0%	-25%	169%[activator]	x
> O=C(COC(=O)c1c(F)cccc1F)Nc1ccc(N2CCCCC2)cc1
→ x	-17%	x	x	-15%	23
> CC(C)CC(=O)Nc1nnc(CSCc2ccc(F)cc2)s1
→ 1%	-6%	-16%	14%	-20%	-6
> Cn1c(=O)n(C)c2cc(CNCCc3ccc(F)cc3)ccc21
→ x	x	3%	2%	x	7
> Cc1csc(SCC(=O)Nc2cc(S(=O)(=O)N3CCOCC3)ccc2N2CCOCC2)n1
→ 0%	8%	6%	1%	61%[activator]	13
> Cc1onc(-c2ccccc2)c1-c1csc(N/N=C/c2ccccc2Cl)n1
→ -1%	8%	11%	3%	-45%	35
> Cc1ccc(S(=O)(=O)Nc2ccc3c(c2)C(=O)N([C@H](C)CO)C[C@H](C)[C@@H](CN(C)Cc2ccccc2)O3)cc1
→ x	1%	x	x	131%[activator]	30
> CCNC(=O)C1CC(=O)N(c2ccc(Br)cc2)C1 (centres undefined)
→ 9%	7%	2%	2%	-11%	31
> Cc1ccc(C(=O)N2CCN(c3ccccc3)CC2)cc1NC(=O)c1nsc2ccccc12
→ x	x	22%	7%	x	7
> Cc1cccc(NC(=O)Nc2ccc(S(N)(=O)=O)cc2)c1
→ -6%	-13%	2%	-11%	-44%	10
> O=C(N/N=C/c1ccc(Cl)cc1)c1nc2ccc([N+](=O)[O-])cc2c(=O)[nH]1
→ 1%	94%[activator]	-6%	u	-29%	-29
> Cc1ccsc1CNC1CCCCC1
→ -26%	-7%	-12%	0%	1%	-8
> Cc1nc2ccccc2nc1CN1CCN(Cc2ccc(F)c(F)c2)C(CCO)C1 (centres undefined)
→ -5%	-8%	-2%	14µM*	58%	14
> Cc1nn2c3c(cnc2c1-c1ccc(F)cc1)C(=O)CC(c1ccccc1)C3 (centres undefined)
→ x	x	0%	1%	x	-24
> COC(=O)CSc1nnc(CNC(=O)c2cccs2)n1-c1cccc(C)c1
→ u	-7%	1%	14%	3%	-10

(list continues)
Fields – FBPA Giardia inh	AMA1-RON2 inh	AmpC detergent	Sm TGR inh	AmpC no deterg	HCMV inh
> CCOc1ccc(NC(=O)Cn2cc(C(=O)c3ccccc3)c3ccccc32)cc1
→ x	x	-7%	2%	x	41
> CCCOc1c(Cl)cc(/C=N/O)cc1OCC
→ -11%	0%	0%	-11%	-15%	-27
> CCCn1c(=NC(=O)c2ccco2)c(C(=O)OCC)cc2c(=O)n3ccccc3nc21
→ 0%	0%	1%	u	-4%	-27
> Cc1cccc(NS(=O)(=O)c2cccc(C(=O)NCCCN3CCOCC3)c2)c1
→ x	25%	0%	-10%	-14%	12
> O=C(c1scc2c1CCCC2)N1CCCCC1
→ 2%	0%	1%	-15%	-2%	15
> CC1CCN(C(=O)c2ccc3c(c2)NC(=O)/C(=C/c2ccccc2)S3)CC1
→ 14%	9%	-1%	6%	-2%	-35
